# KCNK3 inh – human KCNK3 channel inhibitors, primary screen, CHO cells, FluxOR thallium flux, B-score | AID 602410, 2012 | 340,000 tested, 0.84% active | B-score at 10 µM | FluxOR fluorescence; hits give low values | Potassium channel subfamily K member 3 (Homo sapiens), O14649;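 active means B-score under library mean minus 4 SD, starting fluorescence ratio at most library mean plus 5 SD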;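 further: more negative B-score means stronger inhibition of thallium flux through KCNK3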
# KCNQ1 pot – potentiators or activators of KCNQ1 channel, primary screen, cell-based, thallium flux, high-throughput; B-score at 10 µM; 310,000 tested, 0.35% active; CHO-K1 KCNQ1, thallium flux FluxOR fluorescence; hits give high values; Potassium voltage-gated channel subfamily KQT member 1 (Homo sapiens), P51787; AID 2648, 2010;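 active means fluorescence ratio B-score, a plate-corrected score, at least three library SD, with initial intensity B-score within 5 SD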
# Target sequence (P51787 whole entry, looked up): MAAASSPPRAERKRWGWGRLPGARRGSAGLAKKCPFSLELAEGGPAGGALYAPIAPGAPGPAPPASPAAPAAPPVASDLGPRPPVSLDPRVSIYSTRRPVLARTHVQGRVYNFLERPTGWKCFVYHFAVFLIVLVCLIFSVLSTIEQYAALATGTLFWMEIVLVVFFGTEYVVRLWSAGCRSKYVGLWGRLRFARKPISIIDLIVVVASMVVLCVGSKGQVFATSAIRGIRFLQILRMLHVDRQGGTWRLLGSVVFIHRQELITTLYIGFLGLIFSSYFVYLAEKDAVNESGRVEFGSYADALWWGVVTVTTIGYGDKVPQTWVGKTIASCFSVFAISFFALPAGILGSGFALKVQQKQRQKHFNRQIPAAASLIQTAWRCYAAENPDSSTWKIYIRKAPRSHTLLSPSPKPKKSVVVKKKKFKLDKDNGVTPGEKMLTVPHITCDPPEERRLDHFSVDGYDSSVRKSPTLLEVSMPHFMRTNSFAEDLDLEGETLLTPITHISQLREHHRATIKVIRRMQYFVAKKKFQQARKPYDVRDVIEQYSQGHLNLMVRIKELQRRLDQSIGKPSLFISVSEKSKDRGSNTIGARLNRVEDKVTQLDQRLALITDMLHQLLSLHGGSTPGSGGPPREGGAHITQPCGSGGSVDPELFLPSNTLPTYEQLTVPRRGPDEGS
#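 Assay system: CHO-K1 cells stably expressing KCNQ1; Medium: assay buffer with matched DMSO; Also added: K+/Tl+ depolarizing stimulus; Dosing: single dose; Timing: dye 90 min, compound 20 min, room temperature; Measured by: kinetic FluxOR thallium fluorescence, 10-s 1-Hz baseline, 110-s post-stimulus read; Read-out: peak-minus-minimum fluorescence over initial fluorescence, negative-control normalized, B-scored.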
# DYRK1A inh – rat Dyrk1A kinase inhibitors, primary screen, biochemical, single point, plate reader; Dual specificity tyrosine-phosphorylation-regulated kinase 1A (Rattus norvegicus), Q63470; ADP-Glo luminescence, NFATc1 peptide; inhibition, % at 12.5 µM; 310,000 tested, 0.43% active; AID 504441, 2011; in the data active means inhibition above about 50%;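 further: plate controls were vehicle with enzyme for no effect and no enzyme for full effect; many of its hits are not listed in these tables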
# GSK3B inh – human GSK3beta kinase inhibitors, primary screen, biochemical, cell-free homogeneous, HTS | Glycogen synthase kinase-3 beta (Homo sapiens), P49841 | GST-GSK3beta kinase, ADP-Glo luminescence, 60 min; hits give low values | 300,000 tested, 0.038% active | activity score (negative = inhibition), % at 10 µM;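 active means more than half of replicate wells score below -50%, meaning over 50% inhibition versus plate controls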;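 further: 0% = median DMSO wells and -100% = median GW8510 positive control wells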
#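 Test system: GST-tagged human GSK3beta kinase, cell-free; evaluation: activity score scaled between in-plate DMSO and GW8510 controls; measured by: ADP-Glo luminescence; incubation: 60 min reaction, RT; benchmarks: DMSO and 20 µM GW8510; reagent: peptide substrate plus 25 µM ATP (final); medium: Tris/MgCl2 kinase buffer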
# GSK3 alpha inh – blockers of GSK3A enzyme activity – biochemical, luminescence, cell-free homogeneous, HTS, primary screen | Glycogen synthase kinase-3 alpha (Homo sapiens), P49840 | GSK-3 alpha kinase, ADP-Glo luminescence, 60 min | inhibition, % at 10 µM | 320,000 tested, 0.1% active | AID 2650, 2010;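 in the data active means inhibition above about 50%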;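 further: GST-tagged GSK-3 alpha with peptide substrate and 25 µM ATP; 0% = DMSO neutral wells and 100% = GW8510 positive control wells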
# RGS4 act – RGS4 potentiators or activators, primary screen, cell-based, HEK293 M3R inducible RGS4, calcium flux; carbachol calcium flux Fluo4; hits give low values; 310,000 tested, 0.92% active; B-score at 10 µM;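 active means B-score of the integrated calcium signal more than 4 SD below the library mean, with starting fluorescence not abnormally high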;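 further: negative B-score means reduced calcium response which marks RGS4 activation or potentiation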
#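 Assay system: HEK293 FlpIn-TREx cells, stable M3R, doxycycline-inducible RGS4 / Probe or stimulus: carbachol, ECmax concentration / Times: overnight RGS4 induction, 30 min dye load 37 °C, 20 min compound RT / Signal: kinetic calcium fluorescence imaging with Fluo4-AM dye, 2 µM / Measure: Agonist-evoked peak-minus-minimum fluorescence over baseline, integrated ratio, B score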
# RGS4 block – RGS4 inhibitors, primary screen, cell-based, HEK293 M3R inducible RGS4, calcium flux; AID 463165, 2010; 310,000 tested, 0.45% active; Fluo-4 calcium flux; hits give high values; triggered by carbachol at its EC20; B-score at 10 µM;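 active means B-score, a plate-corrected calcium signal, over three deviations above library mean, with baseline fluorescence within five deviations of library mean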;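 further: RGS4 expression induced by doxycycline in cells with stable M3 receptor; B-score is computed from the integrated fluorescence ratio over baseline after carbachol; higher B-score means a larger calcium signal and so more RGS4 inhibition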
# Target sequence (P49798 whole entry, looked up): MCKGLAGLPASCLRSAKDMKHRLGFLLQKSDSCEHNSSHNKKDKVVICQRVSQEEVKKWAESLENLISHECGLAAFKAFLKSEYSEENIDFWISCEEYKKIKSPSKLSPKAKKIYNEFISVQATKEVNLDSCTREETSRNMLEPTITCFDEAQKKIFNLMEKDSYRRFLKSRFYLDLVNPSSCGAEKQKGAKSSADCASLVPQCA
# hERG rescue – hERG rescue from dofetilide block, primary screen, cell-based, CHO-hERG, FluxOR thallium flux, dofetilide IC70 | Voltage-gated inwardly rectifying potassium channel KCNH2 (Homo sapiens), Q12809 | dofetilide IC70 present | activation (rescue from dofetilide block), less the hit threshold, % at 10 µM | 310,000 tested, 0.51% active | AID 1511, 2009;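 active means activation above the mean of controls blocked by dofetilide plus 5 SD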;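 further: thallium influx through hERG after potassium depolarization seen as dye fluorescence rise; in these data hits start at about 4.7%; inactives centre near -7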
# PolyA inhibitor – polyadenylation inhibitors in yeast reporter cells, primary screen, luminescence, S. cerevisiae. S. cerevisiae SKY197-pL101 polyadenylation reporter, beta-gal luminescence; efflux-impaired pdr1/pdr3 knockout yeast; score 100 = 6 SD above DMSO. calls only at 12 µM. 300,000 tested, 0.02% active;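 active means lowest replicate activity score at least 50, where 100 means six control SD above control mean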;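 further: yeast exposed to compound for 9 h at 30 °C; higher score means more reporter readthrough which indicates perturbed polyadenylation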
# KCNK9 inh – KCNK9 potassium channel inhibitors, primary screen, HEK293 cells, thallium flux | AID 488922, 2010 | FluxOR thallium flux fluorescence; hits give low values | 310,000 tested, 1.2% active | B-score at 10 µM;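 active means ratio B-score over 3 SD below the library mean, with starting fluorescence within 5 SD of its mean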;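 further: negative B-score means less thallium flux so channel inhibition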
# KCNQ1 inh – inhibitors of human KCNQ1 channel, primary screen, cell-based, thallium flux, high-throughput; 310,000 tested, 1.3% active; AID 2642, 2010; B-score at 10 µM; Potassium voltage-gated channel subfamily KQT member 1 (Homo sapiens), P51787; CHO-K1 KCNQ1, FluxOR thallium flux fluorescence; hits give high values;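 active means compounds whose thallium flux B-score, printed positive for inhibition, exceeds three library SD while starting fluorescence stays within three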;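 further: channel opened by potassium depolarization with thallium stimulus after 20 min compound exposure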
# * marks the source's active call; other numbers are inactive results; i = inactive; / = no result given.
# Second line of a record – KCNK3 inh	KCNQ1 pot	DYRK1A inh	GSK3B inh	GSK3 alpha inh	RGS4 act	RGS4 block	hERG rescue	PolyA inhibitor	KCNK9 inh	KCNQ1 inh
1: CC(NC(=O)COC(=O)c1ccco1)c1ccccc1 (stereo not given)
    i	i	0	0	-3	i	i	-8	i	i	i
2: CC(=O)OCc1nc2ccccc2s1
    i	i	-2	1	/	i	i	-6	i	i	i
3: Cc1ccc(OC(=S)Nc2ccccc2)c(C)c1
    i	i	-2	6	-3	i	i	-3	i	i	i
4: CC(C)C(=O)Nc1ccccc1C(=O)N/N=C/c1ccc([N+](=O)[O-])cc1
    i	i	2	0	-1	i	i	-3	i	i	i
5: C=CCn1c(COc2ccc(Cl)cc2)nnc1SCC(=O)N/N=C/c1ccccc1
    i	i	-4	0	1	i	i	-7	i	i	i
6: O=C(c1ccccc1)c1cccn1CC(=O)N1CCCCCC1
    i	i	1	4	-3	i	i	-6	i	i	i
7: Cc1cccc(C(=O)Nc2cccc(OC(=O)c3cccc(C)c3)c2)c1
    -9.8*	i	1	2	3	i	i	-4	i	-7.9*	i
8: CN(C)S(=O)(=O)N(CC(=O)Nc1ccc(F)c(F)c1)c1ccccc1
    i	i	-3	2	-3	i	i	-13	i	i	i
9: CCc1ccc(NC(=O)C2CCN(S(=O)(=O)c3ccc4c(c3)N(C(C)=O)CCO4)CC2)cc1
    i	i	-2	2	0	i	i	-9	i	i	i
10: COC(=O)C1CCN(C(=O)c2ccc3nccnc3c2)CC1
    i	i	-4	-1	-3	i	i	-7	i	i	i
11: Cc1ccc(CNC(=O)c2ccc(OCC3CCCO3)cc2)cc1 (stereo not given)
    i	i	1	2	-1	i	i	-9	i	i	i
12: CCCOc1ccc(N2C(=O)CC(N(CCCO)C(=O)CC)C2=O)cc1 (stereo not given)
    i	i	-7	5	-3	i	i	-3	i	i	i
13: COc1cc(/C=C2/SC(=S)N(Cc3ccccc3)C2=O)ccc1OS(C)(=O)=O
    i	i	2	-1	-2	i	i	-5	i	i	i
14: O=C(CC12CC3CC(CC(C3)C1)C2)NC(Cc1ccccc1)C(=O)O (stereo not given)
    i	i	-6	3	-3	i	i	0	i	i	i
15: O=C(C1CCN(S(=O)(=O)c2ccc(Br)s2)CC1)N1CCc2ccccc21
    i	i	2	2	-1	i	i	-11	i	i	i
16: CC1=C[C@H]2OC(=O)[C@@H](C)[C@H]2C[C@@H]2[C@H]1C[C@@H](O)[C@@]2(C)O
    i	i	0	-23	2	i	i	-5	i	i	i
17: COc1ccc(F)c(-c2nc(CN3CCN(C(=O)c4ccco4)CC3)c(C)o2)c1
    i	i	9	-1	0	i	i	-12	i	i	i
18: COc1ccc(C)cc1N(C(=O)CNC(=O)c1ccco1)C(C(=O)NCC1CCCO1)c1ccccc1 (stereo not given)
    i	i	1	1	-3	i	i	-3	i	i	i
19: COC(=O)C1=C(C)NC2=C(C(=O)CC(C)(C)C2)C1c1ccccn1 (stereo not given)
    i	i	1	3	2	i	i	-7	i	i	i
20: COc1ccc(N2C(=O)CC(Sc3nc4ccccc4s3)C2=O)cc1OC (stereo not given)
    i	i	24	0	-3	i	i	-10	i	i	i
21: CCOc1ccc(CNc2ccc3c(c2)ncn3C(C)(C)C)cc1
    i	i	9	3	-3	i	i	-9	i	i	i
22: O=C(c1ccc(Cl)cc1)N(c1ccccn1)C1CCCCC1
    i	i	-1	2	0	i	i	-18	i	i	i
23: Cc1ccc(-c2noc(CCCOc3ccc(Cl)cc3Cl)n2)cc1
    i	i	-4	1	0	i	i	-10	i	i	i
24: CN(C(=O)CC1C(=O)NCCN1CC1CCCCC1)C1CCOCC1 (stereo not given)
    i	i	13	3	-1	i	i	-11	i	i	i
25: CCCCCCn1c(N2CCC(C)CC2)nc2c1c(=O)[nH]c(=O)n2C
    i	i	11	5	-1	i	i	-1	i	i	i
26: C/C(=C\C(=O)c1c(O)cc(C)oc1=O)N(C)C
    i	i	6	-3	1	i	i	-4	i	i	i
27: CC(C)CCc1noc(CN2CCN(CC(=O)NC(C)C)CC2)n1
    i	i	0	4	0	i	i	-9	i	i	i
28: CCOC(=O)N1CCN(CCC(=O)Nc2cc(OC)ccc2OC)CC1
    i	i	-2	-4	-1	i	i	-14	i	i	i
29: Cc1ccccc1Cn1cnc2ccccc21
    i	i	/	-1	0	i	i	-5	i	i	i
30: O=C(NNC(=S)NC(=O)c1ccccc1)c1ccc([N+](=O)[O-])cc1
    i	i	/	0	-1	i	i	-11	i	i	i
31: O=C(N/N=C\c1cc2c(cc1Cl)OCO2)c1ccc(Br)s1
    i	i	-1	2	0	i	i	-8	i	i	i
32: CC(C)(C)c1ccc(OCCC(=O)OCC(=O)NC(=O)NC2CCCC2)cc1
    i	i	12	0	-2	i	i	-11	i	-9.8*	i
33: Cc1cc(C)n2nc(C(=O)Nc3cccc(S(=O)(=O)N4CCCC4)c3)nc2n1
    i	i	-7	0	1	i	i	-13	i	i	i
34: O=C(O)C1C2CCC(C2)C1C(=O)NCCc1ccccc1 (stereo not given)
    i	i	-6	2	-4	i	i	-1	i	i	i
35: O=c1c2ccccc2c(-c2ccccc2)nn1-c1cc(Cl)cc(Cl)c1
    i	i	/	3	-2	i	i	-1	i	i	i
36: C=C1CCN(CC(=O)OC)S(=O)(=O)c2ccccc21
    i	i	8	2	4	i	i	-6	i	i	i
37: O=C(CN1C(=O)C(=O)c2ccccc21)NCCc1ccccc1
    i	i	-1	0	-1	i	i	-7	i	i	i
38: COC(=O)c1sccc1NC(=O)c1ccc2c(c1)OCO2
    i	i	-14	-1	2	i	i	-1	i	i	i
39: CCOC(=O)C(NC(=O)CC(C)C)(Nc1sc(C)c(CC)c1C#N)C(F)(F)F (stereo not given)
    i	i	1	-2	-3	i	i	-6	i	i	i
40: Cc1cc(C)n(-c2ccc(C(=O)OCC(=O)Nc3ccc(S(=O)(=O)N4CCOCC4)cc3)cc2)n1
    i	i	3	-1	-5	i	i	-12	i	i	i
41: Cc1cc(Nc2ccc(F)cc2Cl)n2nc(C)nc2n1
    i	i	1	-2	-2	i	i	-8	i	i	i
42: CC(NC(=O)COC(=O)CCc1ccc(S(=O)(=O)N2CCOCC2)cc1)C1CC2CCC1C2 (stereo not given)
    i	i	0	-2	0	i	i	-4	i	i	i
43: Cc1ccnc(NC(=O)C2CCCN(S(=O)(=O)c3cnc[nH]3)C2)c1 (stereo not given)
    i	i	3	-2	-4	i	i	-3	i	i	i
44: COc1ccc(C(C(=O)NC(C)(C)C)N(C(=O)CCC(=O)Nc2cc(C)on2)c2cccc(F)c2)cc1 (stereo not given)
    i	24*	-1	2	-3	i	i	7.1*	i	i	i
45: CN(C(N)=S)c1ccccc1
    i	i	-1	1	1	i	i	-12	i	i	i
46: CC(C)(C)OC(=O)[C@H](Cc1ccccc1)NC(=O)c1nc[nH]c1C(=O)NC1CCNCC1
    i	i	-1	-5	8	i	i	-7	i	i	i
47: N=c1c(S(=O)(=O)c2ccccc2)cc2c(=O)n3ccccc3nc2n1Cc1cccnc1
    i	i	1	2	-1	i	i	-9	i	i	i
48: COc1cc(C(=O)NC(=S)Nc2ccc3oc(=O)ccc3c2)cc(OC)c1OC
    i	i	31	1	-3	i	i	-5	i	i	i
49: CN(C(=S)Oc1ccc(C(=O)Nc2ccccc2)cc1)c1ccccc1
    i	i	-5	-1	0	i	i	-5	i	i	i
50: CC(=O)Oc1ccc(C(=O)NCCc2ccccc2)cc1
    i	i	0	-4	-2	i	i	-6	i	i	i

# Later entries
# Second line of a record – KCNK3 inh	KCNQ1 pot	DYRK1A inh	GSK3B inh	GSK3 alpha inh	RGS4 act	RGS4 block	hERG rescue	PolyA inhibitor	KCNK9 inh	KCNQ1 inh
51: COc1ccc(-n2c(C)ccc2-c2ccccc2)cn1
    i	i	-7	1	0	i	i	-13	i	i	i
52: NC(=O)c1ccc(Oc2ncc(C(F)(F)F)cc2Cl)cc1
    i	i	10	-6	0	i	i	-7	i	i	i
53: Cc1ccc(N(C(=O)c2csnn2)C(C(=O)NC2CCCC2)c2ccncc2)c(C)c1 (stereo not given)
    i	i	1	2	15	i	i	-9	i	i	i
54: COCc1cc(=O)[nH]c(-c2csc(C)n2)n1
    i	i	-5	1	-2	i	i	-3	i	i	i
55: O=C(CSC(=S)N1CCN(c2ccccc2)CC1)Nc1nc(-c2ccccc2)c(-c2ccccc2)o1
    i	i	4	0	-2	i	i	-10	i	i	i
56: Cc1cc(C)nc(Nc2n[nH]c(-c3ccccc3N)n2)n1
    i	i	4	-1	-2	i	i	-11	i	i	i
57: COc1cccc2cc(-c3cc(=O)oc4ccc(O)cc34)oc12
    i	i	6	3	12	i	i	-5	i	i	i
58: COc1ccc(NC(=O)/C(C#N)=C/c2cccnc2)c(OC)c1
    i	i	-2	0	-3	i	i	-14	i	i	i
59: CCOC(=O)N1CCN(C(=O)CN(C)S(=O)(=O)c2ccc(F)cc2)CC1
    i	i	3	1	0	i	i	-5	i	i	i

# Source: PubChem BioAssay (several laboratories)

# These rows are one share of the data. The share of hits here may be higher or lower than overall.
